Screening data: PubChem BioAssay, several laboratories
Hsp70 activator: transcriptional activators of Hsp70; actives 0.04% (n = 200,000); HeLa Hsp70 promoter luciferase reporter, luminescence; scaled: vehicle 0, proteasome-inhibitor control 100%; AID 1203; activation, % at 10 µM;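 active = activation above the mean across all tested compounds plus 3 SD, cutoff set per campaign, cut at about 5.5% in these data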;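 note: 100% = MG132 at 30 µM as the positive control and 0% = DMSO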
FLuc stim CS: affects firefly luciferase, flagging false hits in luciferase stimulation screens; P08659; ATPlite luciferase biochemical, luminescence, 10 min; 0 = ATP-free wells, 1 = DMSO control; activation factor at 10 µM; 200,000 tested, under 10 active;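 active = luciferase activation factor, scaled between plate controls, of at least 2 with compound at 10 µM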
Target sequence (P08659 whole entry, looked up): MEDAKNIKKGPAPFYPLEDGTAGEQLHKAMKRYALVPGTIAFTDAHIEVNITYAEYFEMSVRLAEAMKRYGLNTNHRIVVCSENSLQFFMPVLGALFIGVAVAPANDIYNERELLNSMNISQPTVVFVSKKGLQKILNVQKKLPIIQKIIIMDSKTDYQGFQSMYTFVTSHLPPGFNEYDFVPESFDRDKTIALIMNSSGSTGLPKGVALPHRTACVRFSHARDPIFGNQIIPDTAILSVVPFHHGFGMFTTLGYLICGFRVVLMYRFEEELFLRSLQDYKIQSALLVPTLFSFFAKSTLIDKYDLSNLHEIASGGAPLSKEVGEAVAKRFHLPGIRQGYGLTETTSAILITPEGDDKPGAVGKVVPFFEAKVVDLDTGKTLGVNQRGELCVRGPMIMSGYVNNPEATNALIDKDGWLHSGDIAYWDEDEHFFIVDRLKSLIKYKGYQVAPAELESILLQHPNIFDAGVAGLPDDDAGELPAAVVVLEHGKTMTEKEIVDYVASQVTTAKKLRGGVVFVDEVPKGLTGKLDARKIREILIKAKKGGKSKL
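Assay system: Luciferase/luciferin detection reagent, cell-free biochemical luciferase assay / Read-out: luciferase activation / Benchmarks: No-ATP low control, compound-free enzyme-plus-ATP high control / Medium: PBS buffer for ATP / Detection: luminescence measurement of luciferase light output / Schedule: 10 min at ambient temperature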
APP 5'UTR act: activates APP 5'UTR luciferase reporter; activation, % at 2 µM; actives 1% (n = 190,000); SH-SY5Y APP 5'UTR luciferase reporter, luminescence; zero percent = DMSO vehicle wells;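 active = activation above a set limit, based on mean plus 3 SD of controls, cut at about 140% in these data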; note: values of inactives mirror those of a sister screen read the other way
Redox H2O2 prof: compounds producing H2O2 with reducing agent – biochemical, NIH compound library profiling, artefact control for MLSCN library redox annotation, primary screen; DTT-dependent redox cycling H2O2, phenol red/HRP absorbance; 100% = 100 µM peroxide control, 0% = buffer; activation, % at 10 µM; actives 0.03% (n = 200,000); AID 878;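 active = activation of at least 50% relative to the plate's high and low controls in the primary single-dose screen; inactive = activation below 50%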;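 note: compound incubated with DTT at 0.8 mM final as the reducing agent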
HMGR II inh: blocks class II HMG-CoA reductase of Enterococcus faecalis | purified E. faecalis HMGR, NADPH absorbance 340 nm kinetic | actives 0.41% (n = 190,000) | inhibition, % at 10 µM | AID 1066;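 active = inhibition above a set limit, the median over all tested compounds plus 3 SD, cut at about 9.5% in these data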;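 note: enzyme runs in reverse so mevalonate oxidation gives rising NADPH absorbance; 0% = complete reaction with DMSO and 100% = background rate lacking mevalonate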
FLuc inhib CS: counter-screen for luciferase assay inhibitors: firefly luciferase inhibition; P08659; ATPLite firefly luciferase biochemical luminescence, 10 min; inhibition, % at 10 µM; actives 1.5% (n = 200,000); AID 1006;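 active = inhibition above about 50% when tested at 10 µM, limit read from the data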
APP transl inh: APP translation inhibition | inhibition, % at 2 µM | AID 1285 | SH-SY5Y APP 5'UTR-luciferase reporter, luminescence | actives 0.82% (n = 190,000);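 active = inhibition above a set limit, derived from the sample mean plus 3 SD, cut at about 45% in these data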; note: values of inactives mirror those of a sister screen read the other way
NF-kB expr up: NF-kB expression increase, human neuronal cells; NF-kB reporter expression; stronger effect = higher value; fold change at 12.5 µM; actives 1.6% (n = 190,000); AID 1239; in the data active = fold change above about 3.3
G6PDH CS: counter-screen for G6PDH assay hits: L. mesenteroides G6PDH inhibition; Purified L. mesenteroides G6PDH, diaphorase/resazurin coupled fluorescence, 45 min; inhibition, % at 5 µM; actives 0.12% (n = 200,000); AID 1020; in the data active = inhibition above about 50%
STAT1 act: increases IFN-gamma driven STAT1 reporter signal | NIH 3T3 STAT1-luciferase reporter, luminescence; 100% = IFN-gamma alone, no compound | activation (% of control), % at 5.5 µM | actives 2.6% (n = 200,000) | AID 932;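 active = activation above the screen-wide mean activation plus 3 SD, cut at about 130% in these data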;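 note: raw ratio to IFN-gamma control signal so 100% means no change and 0% no light; values of inactives mirror those of a sister screen read the other way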
Starred values were filed as active, the others as inactive; nt = no result given.

SMILES	Hsp70 activator	FLuc stim CS	APP 5'UTR act	Redox H2O2 prof	HMGR II inh	FLuc inhib CS	APP transl inh	NF-kB expr up	G6PDH CS	STAT1 act
COc1ccc(/C(N)=N/OC(=O)c2ccc3c(c2)OCO3)cc1	0.1	0.3	60	-0.2	2	69*	-60	2.9	8	113
CN1C(=O)C(O)(CC(=O)/C=C/c2ccco2)c2cc(Br)ccc21 (stereo unspecified)	-0.1	1	15	-0.1	-1	-2	-15	1	9	89
c1ccc(-n2ncc3c(NCCN4CCOCC4)ncnc32)cc1	-0.1	1	30	-0.4	-12	-1	-30	1.8	3	133*
CCOC(=O)/C(C#N)=C/c1ccc(OC(=O)c2ccco2)c(OCC)c1	-0.2	1.1	-11	1.4	1	-7	11	1	-32	92
CC1CCN(S(=O)(=O)c2ccc(NC(=O)CN3CCCC(C)C3)cc2)CC1 (stereo unspecified)	-0.5	1.1	nt	-0.4	-2	-5	nt	0.79	0	101
Cc1cccc(C)c1NC(=O)C1c2ccccc2Oc2ccccc21	-0.3	1	-15	0.6	-5	-4	15	1.1	1	105
CC(C)(C)C1CCC(=NNC(=O)CC(=O)NCc2ccccc2)CC1 (stereo unspecified)	-0.3	1	9	-0.3	-2	0	-9	1.2	3	104
CNC(=O)CN(c1cccc(Br)c1)S(C)(=O)=O	-0.4	1	-2	0.6	-2	-2	2	1.1	3	101
Cc1ccc(C)c(NS(=O)(=O)c2cc(C(=O)NCCC3=CCCCC3)ccc2C)c1	0.0	1	-8	-3.8	-1	-4	8	0.7	-18	106
O=C(NCCNc1ccc([N+](=O)[O-])cc1C(F)(F)F)c1cccc(F)c1	-0.3	1.1	-5	0.5	-11	-6	5	0.79	-20	92
COC(=O)c1sccc1NC(=O)c1ccc(Cl)s1	0.1	1.1	12	1.5	-3	-8	-12	1.1	-27	98
CCOc1ccc(CN(C)CC(=O)NNC(=O)c2ccc(Cl)cc2)cc1OC	-0.5	1	4	-0.3	-4	1	-4	1	5	95
Cc1ccc(CN2CCSc3ccc(C(=O)NCc4cccnc4)cc32)cc1	-0.2	1	-4	-1.6	-6	-2	4	0.79	2	97
Cc1ccc(C)c(S(=O)(=O)Nc2ccc(S(=O)(=O)Nc3onc(C)c3C)cc2)c1	-0.2	1	7	0.0	-1	-5	-7	1.2	17	115
CCN(CC)C(=S)SCC(=O)Nc1nc(=O)c2ccccc2s1	0.0	1	6	-0.3	-4	-3	-6	1	4	102
CCOc1ccc(NC(=O)CCNS(=O)(=O)c2ccc(Br)s2)cc1	-0.3	1	-4	0.2	-2	-2	4	1	-4	98
CCn1c(SCC(=O)Nc2ccccc2N2CCCCC2)nc2c1c(=O)n(C)c(=O)n2C	0.0	1	-13	2.4	-7	-3	13	0.41	1	110
Cc1ccn2cc(CCNC(=O)CC3CCCCC3)nc2c1	-0.2	1	2	-0.8	-6	-4	-2	1.1	4	99
CC1(C)Cc2c(C#N)c(N)sc(=S)c2CS1	-0.1	1.1	-5	0.2	0	-7	5	1	12	96
CCCn1c(SCC(=O)Nc2c(C)cccc2CC)nnc1C(C)C	0.2	1.1	8	1.8	0	-6	-8	0.95	0	97
Clc1ccccc1C1SCC2Nc3ccccc3CN21 (stereo unspecified)	-0.3	1	28	-1.7	-4	-3	-28	1.1	0	113
CC1=C(C(=O)OCC(C)C)C2(O)C(=O)c3ccccc3C2(O)N1 (stereo unspecified)	0.0	1.1	-1	-0.1	-1	-6	1	0.92	5	96
Cc1ccc(S(=O)(=O)NNC(=O)c2ccc(O)cc2)cc1	-0.3	1	-4	-0.2	-2	-3	4	1.6	4	91
COCCNC(=O)C1(C)C=CC2(CCCCC2)N1C(=O)c1ccccc1 (stereo unspecified)	-0.3	1.1	4	0.5	6	-6	-4	0.97	14	95
CCOC(=O)c1c(CS(=O)(=O)c2ccccc2)n(C)c2cc(Br)c(O)c(CN(C)C)c12	-0.3	1	-10	-0.9	2	-3	10	1.1	17	89
CCOc1cccc(N2C(=O)CC(NCc3ccc(S(N)(=O)=O)cc3)C2=O)c1 (stereo unspecified)	0.0	1	-8	-3.2	1	-4	8	0.73	2	97
Cc1oc(-c2ccc3c(c2)OCCO3)cc1C(=O)NC(Cc1ccccc1)C(=O)O (stereo unspecified)	0.0	1	28	-0.8	1	5	-28	nt	5	97
Cc1nn(C(C)C(=O)O)c(=O)c2ccccc12 (stereo unspecified)	-0.2	1.1	6	-1.5	-10	-10	-6	1.2	11	103
COc1ccc(OC)c(S(=O)(=O)Nc2cccnc2)c1	0.0	1	3	0.1	3	-2	-3	1	2	99
O=C(Nc1ccc(N2CCCC2)cc1)c1ccccc1F	0.6	0.3	137*	2.8	-5	71*	-137	1.9	6	149*
O=C(Cn1c(=O)n(-c2ccccc2)c(=O)c2sccc21)N1CCCC1	-0.5	1	-5	2.1	1	-4	5	1	6	96
O=C(CNC(=O)c1cccs1)OCC(=O)c1ccccc1Cl	-0.2	1	-4	4.6	3	-3	4	1.2	-2	107
CC1C/C(=C\c2cccnc2)C(=O)/C(=C/c2cccnc2)C1 (stereo unspecified)	110*	1	-96	-0.2	-4	-3	96*	0.23	-9	79
COC(=O)C1=C(NC(=O)COc2ccc(Cl)cc2Cl)CCS1	0.0	1.1	8	0.5	0	-7	-8	1.1	-17	106
COc1ccc(-c2cc(C(=O)NCC(C)C)no2)cc1	-0.1	0.9	26	-0.1	0	14	-26	5*	3	133*
COc1cc(C(C[N+](=O)[O-])c2c(C)[nH]c3ccccc23)ccc1O (stereo unspecified)	-0.5	1	-15	-0.8	-3	-3	15	1.2	6	92
O=C1C(C23CC4CC(CC(C4)C2)C3)C(=O)N(c2ccccc2)N1c1ccccc1	-0.6	1	-18	3.4	-3	-5	18	0.84	14	104
Cc1cc(Cl)ccc1C(=O)C1CCCN(C(=O)c2cnsn2)C1 (stereo unspecified)	-0.4	1.1	-30	-0.2	-1	-7	30	1.1	0	98
CSc1nc(S(=O)(=O)c2ccc(C)cc2)c(Cl)s1	-0.1	1	29	-1.5	4	0	-29	1.1	6	89
CCN(CC)S(=O)(=O)c1ccc(C(=O)Nc2ncn(Cc3ccccc3)n2)cc1	0.6	1.1	-4	-2.0	2	-7	4	0.88	3	96
COc1ccc(CCN(C)C(=S)NC(=O)c2ccc(F)cc2Cl)cc1OC	-0.1	1.1	4	-2.2	-5	-7	-4	1.1	-2	93
COC(=O)c1cccc(NC(=O)c2cc(OC)c(OC)c(OC)c2Br)c1	0.5	0.9	15	0.0	1	8	-15	1.5	22	100
CCCN1CCN(C(=O)c2ccccc2-c2nc3ccccc3s2)CC1	0.2	1.1	15	0.4	-12	-8	-15	1.1	-3	98
O=C(CSc1ncn[nH]1)Nc1cccc2ccccc12	0.3	1	-9	2.5	-6	-1	8	0.95	2	98
CC1CC1C(=O)OCC(=O)NC(=O)NC12CC3CC(CC(C3)C1)C2 (stereo unspecified)	0.2	1	11	-0.2	-1	-3	-11	1.6	4	127
O=C(COC(=O)c1ccc[nH]c1=O)NC1CCCC1	0.0	1.1	-3	-2.9	-8	-7	3	1.4	1	100
CCOC(=O)N1CCC(N(CCN(C)C)C(=S)Nc2cccc(C)c2)CC1	-0.2	1	5	0.1	-1	-2	-5	0.95	4	99
CC1=C(C(=O)Nc2ccccc2)C(c2ccco2)C(C#N)=C(SCC(=O)Nc2cccc(C)c2C)N1 (stereo unspecified)	0.1	1	-3	1.6	0	0	3	1.5	-36	93

Two records drawn at random from those above, as already listed:
SMILES	Hsp70 activator	FLuc stim CS	APP 5'UTR act	Redox H2O2 prof	HMGR II inh	FLuc inhib CS	APP transl inh	NF-kB expr up	G6PDH CS	STAT1 act
CCOC(=O)N1CCC(N(CCN(C)C)C(=S)Nc2cccc(C)c2)CC1	-0.2	1	5	0.1	-1	-2	-5	0.95	4	99
COc1ccc(CCN(C)C(=S)NC(=O)c2ccc(F)cc2Cl)cc1OC	-0.1	1.1	4	-2.2	-5	-7	-4	1.1	-2	93

The list continues.
SMILES	Hsp70 activator	FLuc stim CS	APP 5'UTR act	Redox H2O2 prof	HMGR II inh	FLuc inhib CS	APP transl inh	NF-kB expr up	G6PDH CS	STAT1 act
CCOC(=O)c1c(CN(C)C)n(-c2ccc(C)cc2)c2cc(Br)c(O)cc12	-0.2	1	-7	-0.3	-1	-3	8	1.1	-6	92
CC(=O)Oc1ccc2c(C)c(CC(C)O)c(=O)oc2c1 (stereo unspecified)	-0.1	1.1	3	-0.2	2	-10	-3	1.1	10	96
CCCC(=O)NCCCc1nc2ccccc2n1C	-0.3	1.1	-9	-2.8	-8	-7	9	1.1	0	98
O=C(N/N=C/C=C/c1ccccc1[N+](=O)[O-])c1cc(-c2cccnc2)nc2ccccc12	-0.3	0.7	-14	-0.5	-5	27	14	0.91	-16	91
Cc1ccc(S(=O)(=O)N2CCC(=O)N(CCOC(=O)Nc3ccc(F)cc3)CC2)cc1	0.3	1	-17	0.4	0	3	18	1.2	8	102
O=C(/C=C/Nc1ccc([N+](=O)[O-])cc1Br)c1cccc2ccccc12	0.2	0.7	149*	1.9	-2	33	-149	1.7	8	96
CN(C)CCNC(=O)c1cc2sc3ccccc3c2s1	-0.2	1	52	-0.6	-10	2	-52	1.7	-2	119
O=C(N/N=C/c1cccnc1)c1ccccc1NS(=O)(=O)c1cccs1	-0.3	1	-8	1.1	-14	2	8	1.1	8	97
Cc1cccnc1NC(=O)Nc1cccc(C(F)(F)F)c1	0.4	1	-1	1.4	-5	-5	1	1	-14	98
Oc1ccc(/C=N/NC2=NCCCCC2)c(O)c1	-0.2	0.8	11	-0.1	-5	18	-12	1.8	19	127
O=C(NNC(=O)c1ccc(SCC2CCCO2)c([N+](=O)[O-])c1)c1ccc(Cl)c([N+](=O)[O-])c1 (stereo unspecified)	-0.1	1.1	-2	0.0	-5	-9	2	0.96	2	97
CSc1ccccc1C(=O)C1CCCN(C(=O)CCc2cccnc2)C1 (stereo unspecified)	-0.2	1	15	0.0	-2	-1	-15	1.1	14	100
CCOC(=O)CSc1nnc(Cn2c(=O)sc3ccccc32)n1-c1ccccc1C	-0.2	1	-14	-0.3	0	1	14	1.1	9	95
O=C(Nc1cccc(C(=O)N2CCCC2)c1)c1ccccc1Cl	-0.5	1.1	-5	0.0	1	-7	5	1.2	5	99
CC1CCc2c(C(=O)Nc3ccc(N4CCOCC4)cc3)csc2C1 (stereo unspecified)	-0.2	1	7	0.3	3	-4	-7	1.1	2	100
COc1ccc(/C=C/C(=O)Nc2nc(C)c(C(=O)N(C)C)s2)cc1	0.0	1	17	-0.1	-1	0	-17	0.88	10	113
O=C(c1ccccc1)N(C1=NCCCCS1)c1ccccc1	-0.4	1	20	0.7	-7	-1	-20	0.91	10	105
CC(C)(C)NC(=O)/C(=C\c1cccnc1)NC(=O)c1ccco1	0.1	1.1	-15	-1.2	1	-8	15	0.95	15	102
CCOc1cc2[nH]c(=S)n(CCC(=O)NCc3ccco3)c(=O)c2cc1OCC	0.0	1	-1	0.3	9	-2	1	1.2	6	106

Compounds were not picked by outcome; any-hit rate near 5.3%.
